Compound activity deposited in PubChem BioAssay by NCI.
mlh1 rad18: NCI yeast anticancer drug screen, S. cerevisiae mlh1 rad18 strain | growth inhibition, % at 50 µM | 79,000 compounds, 11% hits | AID 175;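 further: 0% = growth of vehicle-only cultures of the same strain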
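Growth inhibition of the yeast strain was measured after compound exposure and expressed relative to vehicle-treated controls. The strain carries defined defects in DNA damage repair.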
yeast mec2-1: NCI yeast anticancer drug screen, S. cerevisiae mec2-1 strain; growth inhibition, % at 50 µM; 79,000 compounds, 9% hits;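 further: 0% = growth of vehicle-only cultures of the same strain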
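Readout is yeast growth inhibition, normalised to vehicle-treated controls, in the mec2-1 strain exposed to compound.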
cln2 rad14: NCI yeast anticancer drug screen, S. cerevisiae cln2 rad14 strain; % growth inhibition at 50 µM; 78,000 compounds, 8.3% hits; AID 165;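 further: 0% = growth of vehicle-only cultures of the same strain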
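Yeast carrying cln2 and rad14 alterations (cell cycle control and DNA damage repair) were exposed to compounds. Growth inhibition was measured against vehicle-treated controls.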
sgs1 mgt1: NCI yeast anticancer drug screen, S. cerevisiae sgs1 mgt1 strain. % growth inhibition at 50 µM. 78,000 compounds, 10% hits;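 further: 0% = growth of vehicle-only cultures of the same strain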
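Yeast cells carrying a defined DNA-repair defect were exposed to test compounds. Growth inhibition was measured relative to vehicle-treated controls.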
bub3: NCI yeast anticancer drug screen, S. cerevisiae bub3 mutant strain; % growth inhibition at 50 µM; 78,000 compounds, 9.9% hits;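 further: 0% = growth of vehicle-only cultures of the same strain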
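Inhibition values come from growth of compound-treated mutant yeast normalised to vehicle-treated controls.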
yeast rad50: NCI yeast anticancer drug screen, S. cerevisiae rad50 strain; % growth inhibition at 50 µM; 79,000 compounds, 10% hits; AID 155;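 further: 0% = growth of vehicle-only cultures of the same strain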
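Inhibition values express reduced yeast growth in compound-treated cultures relative to vehicle-treated controls.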
The depositor's hits bear a star; & = joins results of further samples. No stated cut-off is given here; in the data, active means growth inhibition above about 70%; inactive means the rest.

SMILES | mlh1 rad18 | yeast mec2-1 | cln2 rad14 | sgs1 mgt1 | bub3 | yeast rad50
O=C(OCCN=C1c2ccccc2CCc2ccccc21)c1ccccc1 | 0 | -6 | 7 | 19 | 37 | -12
CC1OC(Oc2c(-c3cc(O)c(O)c(O)c3)oc3cc(O)cc(O)c3c2=O)C(O)C(O)C1O (stereo not given) | -14 | -17 | 10 | -8 | -21 | -14
c1ccc(CC2NCCc3c2[nH]c2ccccc32)cc1 (stereo not given) | 2 | 3 | -6 | -5 | -12 | -14
COC(=O)CC[C@@H](C)[C@H]1CC[C@H]2[C@@H]3CC[C@@H]4C[C@H](O)CC[C@]4(C)[C@H]3CC[C@]12C | -5 | -32 | -2 | 5 | -46 | 28
O=C(NC1=NC2C=CC([N+](=O)[O-])=CC2S1)C(=O)Nn1c(=S)[nH]c2ccccc2c1=O (stereo not given) | 24 | -15 | 11 | 20 | 21 | 7
CCOC(=O)c1cnc(SCC)nc1SC#N | -3 | -26 | 9 | 6 | -19 | -11
CCOC(=O)Oc1ccc(Cl)cc1Cl | -4 | 14 | 5 | 3 | -4 | 3
CCCCCCCCCCCCCC[N+]1(C)CCC[N+](C)(CCCCCCCCCCCCCC)CC1 (stereo not given) | 11 | -19 | -35 | -15 | 9 | -12
O=CC(CO)C(C=O)n1ncc2ccccc21 (stereo not given) | 31 | 8 | 10 | 28 | 13 | 30
CCCC(=O)C1=C(O)C(CC2=C(O)C(C)(C)C(=O)C(C(=O)CCC)=C2O)=C(O)C(C)(C)C1=O | 1 | -12 | 1 | -2 | 0 | 26
CCCCCCCCCCCCOc1ccc2ccccc2c1 | -8 | 16 | -18 | 1 | -6 | -7
O=C(O)CCCc1ccc2c(c1)CC1(C2)Cc2cc3c(cc2C1)CCCC3 | 7 | -32 | 24 | -17 | 18 | -12
CN1CCN(CC(=O)N2c3ccccc3Sc3cc4ccccc4cc32)CC1 | 29 | -3 | -2 | -30 | -14 | 2
COc1cc(C)c(OC)c(C/C=C(\C)CC2(O)C[C@@]3(C)CCC[C@@]3(C)C(=O)C2CC(C)(C)O)c1 (stereo not given in full) | 23 | 22 | 19 | 22 | 17 | 40
O=S(=O)(CS(=O)(=O)Nc1ccccc1)Nc1ccccc1 | 21 | 27 | -4 | 22 | 11 | 21
Cc1ccc(S(=O)(=O)c2ccccn2)cc1 | -24 | -11 | -2 | -9 | -13 | -37
CCCC(=O)Oc1ccc(Cl)cc1C | -4 | -1 | -58 | 3 | -14 | -2
OCC1OCOC(CO)C1O (stereo not given) | -10 | -10 | -43 | 3 | -2 | -18
Cc1cccc2c1C(=O)N(CC[P+](c1ccccc1)(c1ccccc1)c1ccccc1)C2=O | 68 | 70* | 35 | 62 | 70* | 58
C#CCN(Cc1ccc2nc(N)[nH]c(=O)c2c1)c1ccc(C(=O)NC(CCC(=O)O)C(=O)O)cc1 (stereo not given) | 21&35 | 90* | 16&30 | 36&67 | 36&64 | 72*
Cc1ccc([N+](=O)[O-])cc1NC(=O)C(=O)Cc1occc(=O)c1O | -7 | -6 | -3 | 1 | -9 | -13
N#Cc1nc(CCC(C(=O)O)N2C(=O)c3ccccc3C2=O)oc1N (stereo not given) | -47 | 15 | -1 | -12 | -9 | 4
CCCCCCCCCCCCCCCCCc1cc(=O)n(-c2ccc(N)cc2)n1C | 27 | 12 | 16 | 39 | -3 | 37
Cc1ccc(C2(C)CC[C@@H]3C[C@@]32C)c(O)c1 (stereo not given in full) | 92* | 94* | 92* | 94* | 93* | 91*
Cc1ccc(C2=Nc3cc(C)c(Cl)cc3S(=O)(=O)NN2)cc1 | -27 | -25 | -5 | -49 | -18 | -29
O=C(Nc1ccn(C2CCC(COC(c3ccccc3)(c3ccccc3)c3ccccc3)O2)c(=O)n1)c1ccccc1 (stereo not given) | 17 | 19 | -25 | 28 | -26 | 8
Cn1c(=O)c2[nH]c(SC3CCCCC3)nc2n(C)c1=O | 9 | 11 | 11 | 19 | 36 | 19
Cc1ccc(C2C3CCC(=O)C=C3CN2C=O)cc1O (stereo not given) | 13 | 8 | -45 | -3 | -3 | 10
C=C(C)CNC(=S)N(N)c1ccc(OC)cc1 | 36 | 10 | -2 | 17 | 12 | 40
O=[N+]([O-])c1cc2[nH]cnc2c([N+](=O)[O-])c1NCc1ccccc1 | 73* | 34 | 24 | 80* | 33 | 69
O=c1[nH]nc(-c2ccccc2)n1/N=C/c1ccc([N+](=O)[O-])cc1 | -42 | -4 | -26 | -7 | 0 | -41
COC(=O)CCCCCOS(=O)(=O)c1ccc(C)cc1 | 1 | 16 | 84* | 22 | 1 | 27
COc1ccc2cc3[n+](cc2c1OC)CCc1cc2c(cc1-3)OCO2 | 6&-9&11 | 17&-4&4 | 11&12&14 | -26&6&14 | -36&-3&4 | -2&0&18
O=C(CC1C(=O)Nc2ccccc2S1(=O)=O)Nc1cc(Cl)ccc1Cl (stereo not given) | -12 | -31 | 15 | 7 | 4 | 0
O=[N+]([O-])c1ccccc1N/N=C/c1ccccc1 | 11 | 7 | -66 | 3 | 8 | -10
COC1=C(OC)C(=O)C(CO)=CC1=O | 1 | 15 | -1 | 0 | -3 | -28
CCCCCCCCCCCCCCCCCC(=O)N/N=C/c1cccc([N+](=O)[O-])c1 | -2 | 7 | 0 | -8 | 1 | -3
C=CC1(C)CCC2C(=CCC3C2(C)CC(O)C(O)C3(C)COC2OC(C(=O)O)C(O)C(O)C2O)C1 (stereo not given) (tested in a mixture with another compound) | -67 | -4 | 18 | -7 | 5 | 16
O=C(OC1COC(n2c(=O)oc3ccc(Cl)cc32)C(OC(=O)c2ccccc2)C1OC(=O)c1ccccc1)c1ccccc1 (stereo not given) | 11 | 2 | -13 | 7 | -1 | 8
C[n+]1cccc2c(=O)c3ccccc3oc21 | -20 | -14 | -18 | -6 | 5 | 1
S=C=Nc1ccc2ccccc2c1 | 21 | -12 | 11 | -6 | 2 | 15
CSC(=NCc1ccccc1)Nc1c(C)cccc1C | 17 | 4 | 8 | 7 | 28 | 13
O=c1[nH]cnc2nc[nH]c12 | 21 | -7 | 4 | 8 | 18 | 16
CCCCCP(=O)(O)O | -1 | -5 | -36 | -7 | 6 | 5
CCOC(=O)C(C#N)(CCC#N)CCC#N | 13 | 7 | -3 | 9 | 9 | 26
CCC(C)C(NC(=O)C(NC(=O)C(CC(N)=O)NC(=O)CN)C(C)O)C(=O)NC(C(=O)NC(C)C(=O)NC(C(=O)NC(CCC(=O)O)C(=O)NC(CC(C)C)C(=O)NC(CC(=O)O)C(=O)NC(C(=O)NC(Cc1ccc(O)cc1)C(=O)N1CCCC1C(=O)O)C(C)O)C(C)C)C(C)C (stereo not given) | -10 | -20 | 12 | -13 | -17 | -20
CC(O)CCNC(=O)c1ccccc1 (stereo not given) | -5 | -16 | -26 | -11 | -13 | -10
CCc1[nH]nc(-c2n[nH]c(CC)c2C)c1C | -9 | -25 | -26 | -20 | -14 | -67
NC(N)=NC1CCCC1 | -48 | -4 | -12 | -20 | 17 | -23
ClC[C@H]1C[C@@H]2C[C@@H]1[C@H]1O[C@@H]21 | 11 | -22 | -5 | -11 | -10 | -7

In a second layout: results already given.
compound: CCC(C)C(NC(=O)C(NC(=O)C(CC(N)=O)NC(=O)CN)C(C)O)C(=O)NC(C(=O)NC(C)C(=O)NC(C(=O)NC(CCC(=O)O)C(=O)NC(CC(C)C)C(=O)NC(CC(=O)O)C(=O)NC(C(=O)NC(Cc1ccc(O)cc1)C(=O)N1CCCC1C(=O)O)C(C)O)C(C)C)C(C)C (stereo not given)
  mlh1 rad18: -10
  yeast mec2-1: -20
  cln2 rad14: 12
  sgs1 mgt1: -13
  bub3: -17
  yeast rad50: -20

compound: CC(O)CCNC(=O)c1ccccc1 (stereo not given)
  mlh1 rad18: -5
  yeast mec2-1: -16
  cln2 rad14: -26
  sgs1 mgt1: -11
  bub3: -13
  yeast rad50: -10

compound: CCc1[nH]nc(-c2n[nH]c(CC)c2C)c1C
  mlh1 rad18: -9
  yeast mec2-1: -25
  cln2 rad14: -26
  sgs1 mgt1: -20
  bub3: -14
  yeast rad50: -67

compound: NC(N)=NC1CCCC1
  mlh1 rad18: -48
  yeast mec2-1: -4
  cln2 rad14: -12
  sgs1 mgt1: -20
  bub3: 17
  yeast rad50: -23

(continued)
SMILES | mlh1 rad18 | yeast mec2-1 | cln2 rad14 | sgs1 mgt1 | bub3 | yeast rad50
O=C(O)C(=O)/C=C(\O)c1ccc(Br)cc1 | 30 | 12 | -12 | 4 | 36 | 32
COC(=O)c1cc(O)c(C(=O)OC)s1 | 11 | -10 | -28 | -1 | 15 | 3
CC(C)(C)c1ccncc1 | -5 | 16 | -10 | -16 | 5 | 8
CC([O-])=C1C(=O)c2ccccc2C1=O.CC([O-])=C1C(=O)c2ccccc2C1=O.CC[O-].CC[O-].[Ti+4] | 36 | 28 | 29 | 55 | 38 | 19
O=Cc1sccc1NC(=O)c1ccccc1 | 9 | -15 | -18 | -18 | -8 | 3
O=C(c1cc2ccccc2[nH]1)C(O)(c1cc2ccccc2[nH]1)c1cc2ccccc2[nH]1 | 25 | -7 | 19 | 18 | 6 | 5
CN(C)CCC(=O)N1CCc2c([nH]c3ccccc23)C1c1cccnc1 (stereo not given) | -41 | -35 | 7 | -22 | 6 | -15
CC1(C)CC(=O)NC1=O | 9 | 2 | 0 | 9 | -19 | 31
O=P(O)(CCP(=O)(O)c1ccccc1)c1ccccc1 | 20 | 4 | 51 | 0 | 11 | 15
O=C(O)COc1cccc([N+](=O)[O-])c1 | -17 | -10 | -62 | -10 | -5 | 3

Another view of some results above.
mol	mlh1 rad18	yeast mec2-1	cln2 rad14	sgs1 mgt1	bub3	yeast rad50
CC1(C)CC(=O)NC1=O	9	2	0	9	-19	31
O=P(O)(CCP(=O)(O)c1ccccc1)c1ccccc1	20	4	51	0	11	15

(continued)
SMILES | mlh1 rad18 | yeast mec2-1 | cln2 rad14 | sgs1 mgt1 | bub3 | yeast rad50
CCCCCCCCCCCCCCCc1ccc([N+](=O)[O-])c(O)c1 | 36 | 34 | -9 | 7 | 52 | -2
Cc1nc(N)[nH]c(=O)c1CCCNc1cccc(C(F)(F)F)c1 | 18 | -5 | 0 | 8 | 10 | 2
CCCCCCCCCCCCCCCCCC(=O)N/N=C/c1ccc(N(C)C)cc1 | -4 | -18 | -3 | -7 | 5 | -3
C=CCC(O[Si](C)(C)C(C)(C)C)c1cc(O[Si](C)(C)C(C)(C)C)ccc1OC (stereo not given) | 31 | 21 | 33 | 33 | -2 | 48
COC(=O)c1sc(N2CCCC2)nc1N | -2 | 10 | -1 | 6 | 11 | -5
Cc1ccc(Sc2ccccc2N)cc1 | 91* | 92* | 92* | 93* | 92* | 90*
Cc1ccc(S(=O)(=O)/C=C2\COc3ccccc3C2=O)cc1 | 100* | 100* | 99* | 99* | 100* | 99*
CN(C)/C(N)=N\c1nc(O)cc(=O)[nH]1 | 10 | -20 | -1 | 0 | 11 | 7
[Cu+2].[O-]C1c2c(ccc3ccccc23)-c2ccccc2C1N=Nc1ccccc1.[O-]c1c(N=Nc2ccccc2)c2ccccc2c2ccc3ccccc3c12 (stereo not given) | -20 | -21 | -20 | -8 | -11 | -19
CC(C)CC(=O)OC1=C(O)C(=O)C(OC(=O)CC(C)C)=C(O)C1=O | 6 | -14 | -62 | 2 | 0 | -5
CCC(OC(C)=O)c1ccccc1 (stereo not given) | 2 | 17 | 6 | 12 | 27 | 13
CCN(CC)C(=O)Cc1c(C(=O)N(CC)CC)c(=O)nc2sccn12 | -44 | -16 | -23 | -31 | -25 | -27
CC1=NC2=NC(CCCC(=O)N3CCCCC3)=NC3=CC=CC(=N1)N32 | 4 | 14 | 27 | 12 | 18 | 0
CCOC(=O)Cc1ccc(N)cc1 | 12 | -16 | 9 | 2 | -12 | 11
CC1OC(OC2C(OC3CCC4(C)C(CCC5(C)C4CC=C4C6CC(C)(C)CCC6(C(=O)O)CCC45C)C3(C)CO)OCC(O)C2O)C(O)C(O)C1O (stereo not given) | 88* | 90* | 88* | 90* | 88* | 90*
Nc1ccc(C(=O)Nc2nccs2)cc1 | 5 | 13 | -20 | 7 | 15 | 8
N#Cc1c(NN)n(C2OC(CO)C(O)C2O)c2ncnc(N)c12 (stereo not given) | -7 | 1 | 2 | -7 | 1 | -7
CC(C)C(C)/C=C\C(C)C1CCC2C3=CC=C4CC(O)CCC4(C)C3CCC21C (stereo not given) | 87* | 45 | 35 | 67 | 42 | 83*
COc1ccc(C(=O)/C=C/c2ccc(OCCCCCCCCCCOc3ccc(/C=C/C(=O)c4ccc(OC)c(OC)c4)cc3)cc2)c(OC)c1 | -8 | -24 | 0 | -17 | -5 | -9
CN1C(=O)N(C)C(N2CCCC2)c2c1nc1ccccn1c2=O (stereo not given) | -29 | -31 | 5 | -42 | -5 | -12
Cc1cccc(C)c1NC(=O)Nc1cccc(Cl)c1 | -1 | 16 | 0 | 8 | 11 | 6
